E-selectin induc: E-selectin induction in HUVECs, primary screen, imaging, HUVEC, immunofluorescence imaging, single point | P16581 | hit rate 0.37% among 260,000 | activation, % at 7.58 µM | normalized: neutral wells 0, TNF-alpha wells 100;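 active means mean E-selectin-positive cell signal at least 10% of the positive control, reached in at least 60% of replicates, without over 20% cell loss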;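 further: in these data hits start at about 27%; measured in HUVEC primary endothelial cells; signal is the percent of cells scored E-selectin positive by PE staining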
Target sequence (P16581 whole entry, looked up): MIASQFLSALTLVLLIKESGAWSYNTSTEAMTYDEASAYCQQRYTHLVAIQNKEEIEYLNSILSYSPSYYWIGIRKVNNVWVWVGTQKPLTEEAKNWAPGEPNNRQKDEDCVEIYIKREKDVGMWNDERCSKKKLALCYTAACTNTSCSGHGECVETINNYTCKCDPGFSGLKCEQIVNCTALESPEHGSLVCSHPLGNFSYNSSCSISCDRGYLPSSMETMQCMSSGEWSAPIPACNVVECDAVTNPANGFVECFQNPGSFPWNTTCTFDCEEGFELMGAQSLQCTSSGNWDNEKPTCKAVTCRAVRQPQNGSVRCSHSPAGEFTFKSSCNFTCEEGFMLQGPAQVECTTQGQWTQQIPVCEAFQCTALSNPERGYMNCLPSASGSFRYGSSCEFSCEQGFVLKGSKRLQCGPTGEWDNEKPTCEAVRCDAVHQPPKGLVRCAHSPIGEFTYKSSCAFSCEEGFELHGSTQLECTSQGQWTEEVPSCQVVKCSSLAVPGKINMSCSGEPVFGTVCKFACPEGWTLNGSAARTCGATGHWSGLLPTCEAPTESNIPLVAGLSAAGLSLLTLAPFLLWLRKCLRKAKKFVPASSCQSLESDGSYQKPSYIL
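Assay system: HUVEC primary endothelial cells. Input: 3,000 HUVEC seeded per well. Doses: one compound dose added by pin transfer. Read-out basis: % PE-positive cells. Benchmarks: TNF-alpha high, DMSO low. Detection: immunofluorescence imaging. Buffer or medium: EGM-2, gelatin.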
esBAF inh: Bmi1 luciferase reporter increase in mESCs, primary screen, esBAF inhibitor project, mouse ES cells, Bmi1 luciferase knock-in, single point. 24 h; 100% = twice the neutral-well signal. reporter increase, % at 12.5 µM. hit rate 2% among 350,000; in the data active means activation above about 40%;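 further: 0% = median of the plate's neutral control wells and 100% = double that signal; a rise in the Bmi1 reporter signal indicates esBAF inhibition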
RAD54 inh: inhibitors of human RAD54 branch migration, primary screen, biochemical, fluorescence, single point; DNA repair and recombination protein RAD54-like (Homo sapiens), Q92698; RAD54 Holliday junction branch migration, FAM/BHQ fluorescence; inhibition, % at 10.4 µM; hit rate 0.14% among 360,000; AID 602329, 2012;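 active means mean normalized replicate activity at least 40 and at least half of replicates scoring 40 or more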;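 further: 0% = median of neutral control wells and 100% = median of positive control wells; inhibitors cause a drop in the FAM fluorescence signal; in these data hits start at about 50%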
S100A4 MyoIIA: inhibitors of S100A4-myosin IIA peptide binding, primary screen, biochemical, fluorescence polarization, TAMRA-MyoIIA peptide; hit rate 0.14% among 360,000; Protein S100-A4 (Homo sapiens), P26447; inhibition, % at 10.7 µM;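 active means mean inhibition of at least 70% across replicates, with every replicate also reaching that level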
Target sequence (P26447 whole entry, looked up): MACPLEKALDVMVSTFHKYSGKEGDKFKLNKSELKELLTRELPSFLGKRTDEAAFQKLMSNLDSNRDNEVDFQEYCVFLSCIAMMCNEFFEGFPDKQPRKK
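Material: S100A4 monomer protein / Buffer or medium: 50 mM HEPES pH 7.2, 10 mM CaCl2, 100 mM KCl / Times: 5 min incubation before reading / Benchmarks: neutral control DMSO, positive control TFP / Reagent: labelled myosin peptide probe, 5 nM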
RAD52 inh: RAD52 DNA annealing inhibitors, primary screen, biochemical, FRET, single point, set 2; DNA repair protein RAD52 homolog (Homo sapiens), P43351; hit rate 0.46% among 360,000; inhibition, % at 18.7 µM; AID 651710, 2012; recombinant RAD52 DNA annealing, FRET fluorescence;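 active means every replicate showing at least 50% inhibition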
Xi reactivation: activators of inactive X chromosome reactivation, primary screen, imaging, XiGFP fibroblasts, GFP high-content imaging, set 2. XiGFP mouse fibroblasts, % GFP-positive cells imaging, 3 d; cells co-treated with 5-aza-dC sensitizer; scaled so ellipticine positive control = 100%. activation, % at 7.58 µM. hit rate 0.055% among 360,000. AID 743238, 2013;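 active means mean normalized replicate activation at least 10% and every replicate at or above 10%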;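 further: 0% = median of on-plate neutral control wells and 100% = ellipticine 6 µM median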
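System: XiGFP fibroblasts, SV40-immortalized. Medium: DMEM plus 5-aza-dC sensitizer. Doses: single point. Timing: 3 d treatment, 15 min room-temperature fixation. Control set: ellipticine 6 µM.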
FN deposit inh: inhibitors of fibronectin matrix deposition, primary screen, AH1F cells, Alexa488-fibronectin fluorescence, plate reader. hit rate 0.086% among 350,000. inhibition, % at 12.6 µM. AH1F fibroblasts, overnight;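 active means mean inhibition across replicates of 30% or more, regardless of how many single replicates reach that level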;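 further: positive control wells lacked labelled fibronectin entirely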
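Assay system: AH1F fibroblasts assembling fluorescent fibronectin matrix; Amount: 10000 AH1F cells per well; Buffer or medium: DMEM, 2% serum; Probe or stimulus: Alexa488-fibronectin, 24 nM final in well; Doses: single compound dose, delivered by pin transfer; Incubation: 1 h adhesion, overnight exposure; Measured by: fluorescence 485/525 nm; Read-out: fibronectin deposition inhibition.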
EWS-Fli block: EWS/Fli-driven NR0B1 reporter inhibitors, primary screen, A673 cells, NR0B1 luciferase, luminescence, MLPCN library. viability-normalised. inhibition, % at 12.6 µM. hit rate 0.67% among 350,000. AID 651661, 2012;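 active means mean inhibition of at least 50% after viability correction, with every replicate also passing that limit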;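 further: firefly luciferase signal divided by Alamar Blue viability fluorescence both relative to DMSO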
Numbers without * were called inactive; . = no result given; & = joins results of further samples. Compounds were not picked by outcome (roughly 3% active in at least one column).

SMILES | E-selectin induc | esBAF inh | RAD54 inh | S100A4 MyoIIA | RAD52 inh | Xi reactivation | FN deposit inh | EWS-Fli block
COc1ccccc1-c1cnc2c(c1)C(=O)N([C@H](C)CO)C[C@H](C)[C@@H](CN(C)C(=O)CC1CC1)O2 | 0.4 | -6 | -15 | 4 | 14 | 0.0 | -5 | -3
CN(C)c1ccc(Sc2nnc(NC(=O)Nc3ccc(Cl)cc3Cl)s2)cc1 | 3.2 | -4 | 8 | . | . | 0.1 | 5 | .
CCCN(CC(=O)Nc1ccccc1C)C(=O)CCN1C(=O)c2cccc([N+](=O)[O-])c2C1=O | . | -2 | -14 | -2 | 0 | 0.4 | 5 | -7
Cc1sc2ncnc(N3CCC(C(=O)Nc4nc(-c5ccc(F)cc5)cs4)CC3)c2c1C | -0.2 | 6 | -9 | -4 | -3 | 0.1 | -3 | -45
COc1ccc(-c2nc(CNS(=O)(=O)c3cc(OC)ccc3OC)cs2)cc1 | 3.4 | -4 | 3 | -3 | -8 | 0.0 | 8 | -1
O=C(COc1ccccc1[N+](=O)[O-])NCC1(N2CCOCC2)CCCCC1 | 4.7 | 11 | 1 | -6 | -4 | 0.0 | -3 | 11
CCN1CCCC1CNC(=O)c1[nH]c2ccc(OC)cc2c1C (stereo unspecified) | 0.3 | -4 | 1 | 1 | -15 | 0.0 | 1 | -8
CN(C)C(=O)CS(=O)(=O)c1ccc(Cl)cc1 | 1.8 | . | . | -3 | -2 | 0.3 | -11 | -5
O=C(Cc1cccnc1)N1CC(=O)N2[C@H](C1)[C@H](c1ccc(C#CC3CCCC3)cc1)[C@@H]2CO | 0.2 | . | . | 7 | -1 | 0.1 | 4 | 12
CO[C@H]1CN(C)C(=O)c2cc(NC(=O)c3cnccn3)ccc2OC[C@H](C)NC[C@@H]1C | -0.2 | -1 | -2 | 13 | -52 | 0.1 | -1 | -7
C[C@H](CO)N1C[C@H](C)[C@H](CN(C)S(C)(=O)=O)Oc2c(NC(=O)Nc3cccc4ccccc34)cccc2C1=O | -12 | -1 | -2 | 9 | -6 | -0.1 | . | 7
CC(C)C[C@@H](CO)N1CCN(Cc2ccc(O)cc2)CCC1=O | 0.1 | 3 | -8 | -1 | -7 | 0.0 | 0 | -8
Cc1ccccc1CSCC(=O)NCc1ccco1 | . | . | . | 4 | 0 | 0.0 | -17 | -5
COc1cc(C(=O)OCCCN2CCOCC2)cc(OC)c1OC | -0.6 | . | -3 | -5 | -19 | 0.1 | -6 | 2
O=S(=O)(Nc1ccccc1)c1ccc(-c2cnc(C3CC3)o2)cc1 | 1.9 | -1 | -4 | -3 | -6 | 0.1 | 24 | .
COc1cc(=O)[nH]c(SC(C)C(=O)Nc2cccc3ccccc23)n1 (stereo unspecified) | . | 0 | 10 | 1 | 1 | . | 6 | 14
Cc1noc(C)c1S(=O)(=O)N(C)C[C@@H]1OCc2cnnn2CCCC(=O)N([C@@H](C)CO)C[C@H]1C | 2.5 | -5&-5 | 6&-5 | -4&-4 | -1&-5 | 0.1&-0.1 | 5&-7 | -2&1
CC1=CCC(C(=O)O)(C(=O)N/N=C/c2cccs2)C(c2ccc(Cl)cc2)C1 (stereo unspecified) | . | -11 | -6 | 2 | -7 | . | . | -7
CCC(=O)N1CC2(C1)CN(C(=O)c1ccccn1)[C@H](CO)c1c2c2ccc(OC)cc2n1C | -0.2 | . | . | 10 | 7 | 0.1 | . | -8
Cn1c(=O)c2[nH]c(C3CC=CCC3)nc2n(C)c1=O (stereo unspecified) | 0.0 | 5 | 0 | 3 | -29 | 0.2 | 5 | -3
CCCCCCn1cc(CN2CC(N3CCN(Cc4ccccc4F)CC3)CS2(=O)=O)nn1 (stereo unspecified) | 3.1 | . | . | -2 | -24 | 1.3 | 2 | 2
O=C(O)c1ccc(NC2(C(=O)O)CCCC2)cc1 | -3.8 | . | . | -10 | 0 | 0.1 | -4 | 7
O=C(CNC(=O)c1ccccc1)N/N=C/c1ccccc1Cl | 1.1 | . | . | -30 | -12 | 0.0 | -2 | -7
O=C(O)CSc1cccc2cccc(C(=O)O)c12 | 0.7 | -8 | 4 | -1 | -12 | 0.0 | 1 | 1
O=C(Nc1ccc(S(=O)(=O)NC2=NCCCCC2)cc1)c1ccc(=O)[nH]c1 | 1.8 | -3 | -3 | -17 | -18 | 0.6 | -9 | -6
COc1cccc(NC(=O)N[C@@H]2C=C[C@@H](CC(=O)N3CCCCC3)O[C@@H]2CO)c1 | 1.8 | . | . | 12 | 6 | 0.3 | . | .
CC1CCCC(NC(=O)c2nn(C)c3c2CS(=O)(=O)c2ccccc2-3)C1C (stereo unspecified) | . | 3 | 5 | 1 | -7 | 0.1 | -17 | -10
COc1ccc(Cl)cc1S(=O)(=O)n1c([N+](=O)[O-])cnc1C | . | -1 | -17 | -1 | 1 | 0.2 | -4 | -5
CCC(=O)N1CC[C@@H]2[C@H]1c1cc(-c3ccc(OC)cc3)ccc1N(C)[C@H]2CO | -0.1 | -4 | 5 | -18 | 1 | 0.1 | 7 | 5
Cc1cccc(C)c1-n1nnnc1C(c1ccnc2ccccc12)N(Cc1ccccc1)Cc1ccccc1 (stereo unspecified) | 0.0 | . | . | 0 | 0 | -0.1 | 11 | 14
C[C@@H]1CN([C@@H](C)CO)C(=O)c2cccc(NC(=O)c3ccncc3)c2O[C@H]1CN(C)S(C)(=O)=O | . | 3 | 4 | 3 | -13 | -1.3 | . | -4
COc1cc2c(cc1OC)CN(CCOc1ccc(Br)cc1)CC2 | 0.1 | -4 | 5 | -54 | -2 | 0.2 | 0 | 3
Cc1ccccc1OCC(=O)NCC(c1ccco1)N1CCCCC1 (stereo unspecified) | -0.3 | . | 5 | 7 | -41 | 0.5 | . | 3
CC(C)(C)C(=O)Nc1ccc(S(=O)(=O)NC2=NCCCCC2)cc1 | -0.3 | -4 | 6 | 6 | -11 | 0.0 | -1 | 3
O=C(/C=C/c1cccc(F)c1)NNC(=O)c1ccncc1 | . | . | 2 | -9 | -14 | 0.0 | 3 | 26
CC(=O)Nc1ccc(NC(=O)CNC(=O)c2sc3ccccc3c2Cl)cc1 | -0.4 | 5 | -3 | -5 | -12 | 0.0 | 2 | -13
O=C(Nc1nc(-c2ccccn2)cs1)C12CC3CC(CC(O)(C3)C1)C2 | . | . | . | 9 | -20 | 0.0 | -14 | -57
O=C(COC(=O)CNC(=O)c1sc2ccccc2c1Cl)NC1CCS(=O)(=O)C1 (stereo unspecified) | . | . | -9 | -1 | -7 | 0.3 | 0 | -4
C[C@@H]1CN([C@@H](C)CO)C(=O)c2cc(NC(=O)c3ccccc3)ccc2O[C@@H](C)CCCCO[C@@H]1CN(C)C(=O)Nc1ccccc1 | . | 4 | -13 | 7 | -63 | 0.1 | 7 | -7
C[C@H]1CCCCO[C@@H](CN(C)C(=O)Nc2ccc(F)cc2)[C@@H](C)CN([C@@H](C)CO)C(=O)c2cc(NC(=O)Cc3ccccc3)ccc2O1 | -0.1 | 4 | 1 | -2 | -53 | -1.2 | . | -2
CCNC(=O)[C@@H]1[C@@H](CO)[C@@H]2Cn3c(ccc(C4=CCCC4)c3=O)[C@H]1N2Cc1cccnc1 | 0.1 | -6 | 3 | 19 | -29 | 0.0 | . | 7
Cc1nn2c(Nc3ccccc3)c3c(nc2c1-c1ccccc1)CCC3 | . | -5 | -4 | 0 | -6 | 0.2 | -3 | 3
COC(=O)CCN1CCN(S(=O)(=O)c2ccccc2Br)CC1 | -0.1 | . | . | -4 | 4 | 0.2 | 0 | 2
CCC1CCC/C1=N\NC(=O)c1ccc(Cl)cc1 (stereo unspecified) | . | . | . | 2 | 6 | 0.3 | 0 | -5
CO[C@H]1CN(C)C(=O)c2ccc(NC(=O)Cc3ccccc3)cc2OC[C@@H](C)N(C(C)=O)C[C@H]1C | 0.7 | 2 | -10 | 10 | 7 | 0.1 | -8 | 2
O=C1C=C(N2CCOCC2)CO1 | 0.0 | -3 | -4 | 7 | -11 | -0.1 | 2 | -5
C=CCC[C@@H](Cc1ccc(F)cc1)C(=O)OC[C@H]1CCCN1C(=O)[C@@H](CC=C)CC(=O)N[C@H](CO)Cc1ccccc1 | -0.1 | -4 | -7 | 2 | 15 | 0.2 | -4 | 3
CCCOc1ccc(-c2c(C(=O)N/N=C(\C)COc3ccccc3)nnn2-c2nonc2N)cc1 | 0.7 | -5 | 6 | 6 | 0 | -0.1 | 20 | .

A draw from above in order of length of the SMILES, rising:
SMILES | E-selectin induc | esBAF inh | RAD54 inh | S100A4 MyoIIA | RAD52 inh | Xi reactivation | FN deposit inh | EWS-Fli block
CCC1CCC/C1=N\NC(=O)c1ccc(Cl)cc1 (stereo unspecified) | . | . | . | 2 | 6 | 0.3 | 0 | -5
O=C(Nc1nc(-c2ccccn2)cs1)C12CC3CC(CC(O)(C3)C1)C2 | . | . | . | 9 | -20 | 0.0 | -14 | -57
CO[C@H]1CN(C)C(=O)c2ccc(NC(=O)Cc3ccccc3)cc2OC[C@@H](C)N(C(C)=O)C[C@H]1C | 0.7 | 2 | -10 | 10 | 7 | 0.1 | -8 | 2

Following part
SMILES | E-selectin induc | esBAF inh | RAD54 inh | S100A4 MyoIIA | RAD52 inh | Xi reactivation | FN deposit inh | EWS-Fli block
CC(C)c1ccc(CC(=O)N2CCC2(C)C(=O)Nc2ccc3c(c2)OCCO3)cc1 (stereo unspecified) | 0.0 | -14 | -14 | 0 | -10 | 0.0 | -3 | -19
Cc1ccc(C)c2sc(NC(=O)C3CC3)nc12 | . | -5 | -10 | 0 | -6 | -0.2 | -12 | 0
CC1(C(=O)O)CCC(C(=O)NC2CCCCC2)C1(C)C (stereo unspecified) | . | -8 | 2 | 1 | -8 | . | . | 3
O=C(C[C@@H]1CC[C@@H](NC(=O)NC2CCCCC2)[C@H](CO)O1)NCc1ccc(Cl)cc1 | 0.0 | 0 | 4 | 0 | -7 | 0.1 | 10 | 1
C#CCOCCOCCOCCNc1nc(N2CCN(C(=O)[C@H]([C@@H](C)CC)n3cc([C@@H](N)CC(C)C)nn3)CC2)nc(N2CCN(C(=O)[C@H]([C@@H](C)CC)n3cc([C@@H](N)CC(C)C)nn3)CC2)n1 | 0.0 | -5 | 7 | -7 | -22 | 0.1 | -5 | 4
CC[C@H](C)[C@H]1CNC(=O)C(=O)N1CC1CCN(CCc2ccccc2)CC1 | 0.1 | -4 | -21 | -1 | -13 | -0.1 | -7 | 2
C[C@@H]1CCCCO[C@H](CN(C)C(=O)Nc2ccc(C(F)(F)F)cc2)[C@H](C)CN([C@@H](C)CO)C(=O)c2cc(NC(=O)Nc3cccc4ccccc34)ccc2O1 | -0.2 | 0 | 1 | -27 | -28 | 0.4 | -6 | -24
COc1cc(C(=O)Nc2nnc(CC(=O)NCc3ccccc3)s2)cc(OC)c1OC | -0.3 | . | -5 | -5 | -19 | -0.1 | 0 | .

From PubChem BioAssay
